LAP4-GFP MLPCN: alters LAP4-GFP fluorescence in TOR pathway yeast screen; GFP response vs DMSO, % at 10 µM; 320,000 tested, 0.34% active; S. cerevisiae LAP4-GFP multiplex, flow cytometry GFP, 3 h; median GFP as percent of DMSO wells; AID 2023;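 active means GFP response vs DMSO above a set limit, about the screen mean plus 3 SD, cut at about 150% in these data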
RPL19A TOR yeast: alters RPL19A-GFP fluorescence in TOR pathway yeast screen; S. cerevisiae RPL19A-GFP strain, flow cytometry, 3 h; active compounds read low; percent response vs DMSO, % at 10 µM; 330,000 tested, 0.3% active;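 active means percent response vs DMSO below 50%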;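 further: median channel GFP fluorescence of the barcoded RPL19A-GFP strain; ratio of sample median GFP to plate DMSO average so 100% = DMSO; lower means less RPL19A-GFP as with rapamycin TOR inhibition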
MEP2-GFP yeast: alters MEP2-GFP fluorescence in TOR pathway yeast screen; S. cerevisiae MEP2-GFP strain, flow cytometry GFP, 3 h; 100% = DMSO control level; GFP response vs DMSO, % at 10 µM; 330,000 tested, 0.51% active;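 active means GFP response versus DMSO above a set limit, roughly screen mean plus 3 SD, cut at about 180% in these data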;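 further: median GFP fluorescence of the barcode-gated MEP2-GFP cells per well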
AGP1 TOR yeast: alters AGP1-GFP fluorescence in TOR pathway yeast screen. S. cerevisiae AGP1-GFP multiplex flow cytometry, 3 h; GFP as percent of DMSO wells. GFP response vs DMSO, % at 10 µM. 320,000 tested, 0.02% active;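 active means GFP response relative to DMSO above a set limit, near screen average plus 3 SD, cut at about 150% in these data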;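 further: median GFP channel fluorescence of the gated AGP1 strain per well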
AHR act: activates the human aryl hydrocarbon receptor. P35869. AHR-responsive luciferase reporter cells, luminescence. activation, % at 5 µM. 320,000 tested, 2.5% active. AID 2796; in the data active means activation above about 47%;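 further: 0% = vehicle wells and 100% = reference agonist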
Target sequence (P35869 whole entry, looked up): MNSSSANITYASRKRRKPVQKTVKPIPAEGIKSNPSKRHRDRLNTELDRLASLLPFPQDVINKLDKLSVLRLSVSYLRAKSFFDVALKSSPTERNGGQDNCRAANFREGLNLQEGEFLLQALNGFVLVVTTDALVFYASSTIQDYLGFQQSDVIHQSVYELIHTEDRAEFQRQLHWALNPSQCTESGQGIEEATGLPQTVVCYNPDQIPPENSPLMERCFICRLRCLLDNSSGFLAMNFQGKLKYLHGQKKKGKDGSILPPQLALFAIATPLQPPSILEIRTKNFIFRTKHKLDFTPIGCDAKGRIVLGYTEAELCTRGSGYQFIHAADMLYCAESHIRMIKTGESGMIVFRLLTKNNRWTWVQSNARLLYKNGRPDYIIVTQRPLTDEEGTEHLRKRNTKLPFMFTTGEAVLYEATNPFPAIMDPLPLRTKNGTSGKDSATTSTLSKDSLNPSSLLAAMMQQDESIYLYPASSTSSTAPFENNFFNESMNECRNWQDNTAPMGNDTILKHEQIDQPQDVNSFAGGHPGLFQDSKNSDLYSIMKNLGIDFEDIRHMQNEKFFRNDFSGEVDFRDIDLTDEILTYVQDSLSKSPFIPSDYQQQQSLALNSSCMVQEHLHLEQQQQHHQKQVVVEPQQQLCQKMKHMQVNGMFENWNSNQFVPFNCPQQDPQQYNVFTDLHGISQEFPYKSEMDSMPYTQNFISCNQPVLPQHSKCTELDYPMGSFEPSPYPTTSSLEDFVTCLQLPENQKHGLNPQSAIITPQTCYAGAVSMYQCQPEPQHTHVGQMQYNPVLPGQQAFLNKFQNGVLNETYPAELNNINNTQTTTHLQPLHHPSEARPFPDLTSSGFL
CIT2 TOR yeast: alters CIT2-GFP fluorescence in TOR pathway yeast screen. AID 2029. 320,000 tested, 0.065% active. GFP response vs DMSO, % at 10 µM. S. cerevisiae CIT2-GFP strain, flow cytometry, 3 h; 100 means same as DMSO wells;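 active means GFP response relative to DMSO above a set limit, near the screen mean plus 3 SD, cut at about 150% in these data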;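 further: ratio of well median GFP fluorescence to mean of DMSO wells on the plate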
Yeast superoxide: caloric restriction mimetics inhibiting age-related superoxide in yeast. S. cerevisiae aged cells, superoxide DHE fluorescence; active compounds read low. superoxide response (% of plate mean), % at 10 µM. 330,000 tested, 0.18% active. AID 2690;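 active means superoxide response under a set limit, about three screen SD below normal, cut at about 65% in these data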;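 further: yeast aged for seven days with compound at 30 °C before DHE staining; 100% = average MFI of all compound-treated wells on the plate with controls excluded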
Efflux pump mplx: blocks antifungal efflux pumps in multiplex yeast assay. S. cerevisiae Candida pump triplex, Nile Red efflux. inhibition, % at 10 µM. 330,000 tested, 0.44% active;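 active means plate passing quality check with inhibition over a set limit, or well fluorescence over plate mean plus 4 SD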;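 further: Nile Red retained in pooled yeast measured as flow cytometry median fluorescence; 0% = buffer negative control and 100% = Enniatin B positive control; higher means more Nile Red kept so more efflux inhibition; some compounds called inactive have numbers as strong as hits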
Numbers without * were called inactive; . = not tested or not shown.

Every second line gives: LAP4-GFP MLPCN	RPL19A TOR yeast	MEP2-GFP yeast	AGP1 TOR yeast	AHR act	CIT2 TOR yeast	Yeast superoxide	Efflux pump mplx
CCOC(=O)c1cnc2c(C(=O)OC)cccc2c1NCc1ccco1
  104	101	104	103	-1	99	92	0.1
Clc1ccc(-c2nnc(CSc3nnc(-c4cccs4)o3)o2)cc1
  100	98	100	99	3	102	92	0.0
CCOc1cc(N2CCOCC2)c(OCC)cc1NC(=O)c1ccc(C)cc1
  100	98	95	99	1	91	91	-0.1
COc1ccccc1N1C(=O)C=C(Sc2nc(C)cc(C)n2)C1=O
  104	105	108	105	0	103	101	0.7
O=C(Nc1ccccc1[N+](=O)[O-])c1cc(S(=O)(=O)Nc2ccccn2)ccc1Cl
  95	92	92	90	0	95	118	0.4
Cc1ccc(C(=O)N/C(=C\c2sccc2C)C(=O)NCc2ccco2)cc1
  111	105	100	104	1	106	100	0.0
CCOP(=O)(OCC)c1nc(-c2ccccc2)oc1NCc1ccccc1
  81	94	97	87	9	89	119	0.5
N#Cc1nc(-c2ccco2)oc1N1CCc2ccccc2C1
  117	95	101	98	-12	103	105	0.5
CN(CC(=O)Nc1cccnc1)S(=O)(=O)c1cc(Cl)ccc1Cl
  99	99	103	96	5	96	117	0.0
Cc1ccc(-c2nc(N)sc2-c2ccccc2)cc1C
  91	92	97	94	10	81	100	0.6
CC1Cc2ccccc2N1C(=O)COC(=O)c1ccc(N(C)C)cc1 (stereo not drawn)
  92	95	90	91	1	96	123	0.6
Fc1ccc(N2CCN(C3=Nc4cccc5cccc3c45)CC2)cc1
  103	94	105	104	32	.	91	-0.3
O=C(c1ccccn1)N1CCN(S(=O)(=O)c2cccc(Br)c2)CC1
  87	91	89	92	0	95	88	-0.2
O=C(c1cc(Cl)ccc1O)N1CCN(S(=O)(=O)c2cccs2)CC1
  97	90	97	96	2	90	91	0.1
Cc1ccc(NC(=O)OCc2cn(-c3ccc(Cl)cc3)nn2)cc1
  103	96	96	101	5	99	101	0.0
COc1ccc(S(=O)(=O)N(C(=O)c2ccncc2)c2ccc(OC(=O)c3ccncc3)cc2)cc1
  96	93	92	94	1	93	106	-0.1
COc1cc(C(=O)N2CCCN(C)CC2)cc(OC)c1C
  97	107	107	99	0	106	86	-0.1
COc1ccc(Cn2c(SCC#N)nc3ccc(N4CCOCC4)cc3c2=O)cc1
  111	118	110	111	6	115	78	0.0
CC(C)CNC(=O)c1ccc(NC(=O)c2ccccc2[N+](=O)[O-])cc1
  89	103	106	98	-1	96	99	0.1
COC(=O)[C@]1(C)N[C@H](CN(C)C(=O)C2CCCCC2)[C@@H]2C(=O)N(Cc3ccccc3)C(=O)[C@@H]21
  104	103	102	104	0	93	91	-0.1
CCOc1ccc(OCCC(=O)OCC(=O)NCc2ccc(Cl)cc2)cc1
  102	101	108	105	4	106	126	-0.2
CCc1ccccc1-n1nnc(-c2ccccc2)n1
  91	105	109	98	-1	101	91	-0.3
CCCOc1ccc(N2C(=O)CC(N(CCc3ccc(OC)cc3)C(=O)c3ccccc3)C2=O)cc1 (stereo not drawn)
  106	97	97	101	1	93	113	0.1
CCC(=O)c1ccc(OCC(O)CN2CCN(C(c3ccccc3)c3ccccc3)CC2)cc1 (stereo not drawn)
  96	98	98	101	-2	101	108	0.2
Cn1c(=O)c2[nH]c(-c3cccnc3)nc2n(C)c1=O
  97	91	104	90	34	87	58*	0.2
O=C(COc1ccc([N+](=O)[O-])cc1Cl)N1CCOCC1
  96	100	103	99	0	103	107	0.2
CC(Sc1ncccn1)C(=O)NC1CCCC1 (stereo not drawn)
  95	95	97	97	0	96	94	0.0
CC(OC(=O)c1ccc2ncsc2c1)C(=O)NC1CCCCC1C (stereo not drawn)
  109	106	115	113	4	115	110	0.1
O=C(O)c1ccc(NCCC2=CCCCC2)c([N+](=O)[O-])c1
  90	98	95	87	1	98	112	-0.2
CN(C)/C=C1\C(=O)NN=C1C(F)(F)F
  96	105	104	103	0	99	93	-0.1
CN(CC1CCCO1)S(=O)(=O)c1ccc(C(=O)Nc2ccccc2F)cc1 (stereo not drawn)
  108	100	94	97	0	93	89	-0.1
CC(C)N(Cc1ccccc1)S(=O)(=O)c1ccc(Cl)nc1
  116	99	99	104	0	96	102	0.0
O=S1(=O)CCOCCCN1Cc1ccc(Cl)cc1
  112	102	94	89	-1	90	104	0.0
Cc1ccc(C(=O)Nc2ccc(N3CCOCC3)nc2N2CCOCC2)cc1
  108	95	98	97	2	98	113	0.0
CCOC(=O)N1CCN(S(=O)(=O)N2CCCC(C(=O)NC(C)c3ccccc3)C2)CC1 (stereo not drawn)
  101	101	106	101	-1	101	92	0.1
Cc1c(NC(=O)C(C)Sc2nnc(-c3ccccc3)o2)c(=O)n(-c2ccccc2)n1C (stereo not drawn)
  98	100	101	97	-2	98	103	0.0
O=C(C/C(=N/O)c1ccccc1O)C(F)F
  95	96	101	95	-1	100	102	-0.1
CCOc1ccc2c(c1)C(N(CCN1CCOCC1)C(=S)Nc1ccccc1OC)CC(C)(C)O2 (stereo not drawn)
  88	97	95	101	-1	98	95	0.0
CCN(CC)c1nc2c(c(=O)[nH]c(=O)n2C)n1CCOc1ccccc1
  93	102	111	98	10	102	101	0.1
O=C(CCc1ccccc1)Nc1ccc2c(c1)OCCO2
  113	106	105	100	22	108	90	-0.1
CC(=O)OC(CC(=O)O)C[N+](C)(C)C (stereo not drawn)
  89	94	82	85	-3	82	103	0.0
C[C@H](CO)N1C[C@H](C)[C@@H](CN(C)S(=O)(=O)c2ccc(F)cc2)Oc2c(NS(=O)(=O)c3ccccc3)cccc2C1=O
  111	104	102	105	0	91	104	0.0
O=C(CN1C(=O)NC2(CCCCCC2)C1=O)Nc1ccc([N+](=O)[O-])cc1
  94	102	103	102	-3	106	98	-0.1
CCOc1ccc(NC(=O)CSc2nncn2C)cc1
  114	96	103	111	3	110	106	0.0
COCCCNC(=O)CCn1c(=O)c2ccccc2n(CC(=O)Nc2ccc(C)cc2C)c1=O
  93	94	94	95	9	93	102	0.0
CSc1ccc(NC(=O)NCCCN2CCC(Cc3ccccc3)CC2)cc1
  106	103	106	98	1	94	106	0.3
COc1ccc(CNC(=O)C(c2ccc(C)o2)N(Cc2cccs2)C(=O)Cc2cccs2)cc1 (stereo not drawn)
  96	100	104	98	4	86	108	0.5
COc1cc(NC(=O)COC(=O)c2n[nH]c3ccccc23)c(C)cc1[N+](=O)[O-]
  110	97	95	98	35	92	93	0.1
Cc1cc(C(=O)CN2CCCC(C)C2)c(C)n1-c1ccc(F)cc1 (stereo not drawn)
  87	96	97	92	7	96	103	-0.1
CN(C)CCNC(=O)Cn1ccc2cc(S(=O)(=O)N3CCCCC3)ccc21
  87	93	96	93	0	93	121	0.3

New compounds follow:
Every second line gives: LAP4-GFP MLPCN	RPL19A TOR yeast	MEP2-GFP yeast	AGP1 TOR yeast	AHR act	CIT2 TOR yeast	Yeast superoxide	Efflux pump mplx
O=C(CSc1ccccc1)NN1C(=O)c2ccccc2C1=O
  88	97	106	106	0	94	92	0.1
Cc1ccc(SCc2cc(=O)[nH]c(Nc3nc(C)c4ccccc4n3)n2)cc1
  105	104	133	101	0	104	110	-0.3
C=CCNC(=S)N/N=C(\C)c1ccc(OC)cc1
  100	105	100	99	30	102	92	0.0
O=C(CN(Cc1ccc(F)cc1)S(=O)(=O)c1ccccc1)N1CCCCC1
  102	106	107	105	-1	107	87	-0.1
Cc1ccccc1Cn1cc(NS(=O)(=O)c2cn(C)nc2C)cn1
  92	100	101	107	0	99	116	-0.1
COc1cccc(-c2nnc(NC(=O)c3ccc(S(=O)(=O)N4CC(C)OC(C)C4)cc3)o2)c1 (stereo not drawn)
  95	100	103	101	4	102	104	0.0
COc1ccc(N2C(=O)CC(Nc3ccc(F)cc3)C2=O)c([N+](=O)[O-])c1 (stereo not drawn)
  108	101	95	96	2	85	123	0.2
Cc1ccccc1OCCC(=O)N(Cc1ccccc1)c1c(N)n(Cc2ccccc2)c(=O)[nH]c1=O
  94	105	113	96	-3	99	89	-1.2
Cc1cc(Br)c(NC(=O)CSc2n[nH]c(N)n2)c(Br)c1
  89	97	94	82	0	85	109	-0.7
Cc1ccc2c(cnn2C(=O)CCCC(=O)NCc2ccc(Cl)cc2)c1
  102	97	100	94	7	94	123	0.1
NS(=O)(=O)c1cc(C(=O)N2CCNC(=O)C2)ccc1Cl
  103	100	108	103	-1	97	114	-0.2
COc1ccc(/C=C2\Sc3ccc(C(=O)N4CCN(Cc5ccccc5)CC4)cc3N(C)C2=O)cc1OC
  95	99	107	96	1	103	103	0.0
CC(=O)NCc1ccc(S(=O)(=O)N/N=C/c2ccccc2)cc1
  93	113	114	108	4	101	92	0.0
COc1cccc(C(=O)N(c2ccc(C)cc2)C2C=CS(=O)(=O)C2)c1 (stereo not drawn)
  89	101	100	101	0	102	98	0.0
Cc1ccc(-c2n[nH]c(=S)n2/N=C/c2c(C)nn(-c3ccccc3)c2C)cc1
  94	116	106	114	12	114	107	-0.1
Cc1cc(C)c2nc(N3CCN(C)CC3)c(C#N)cc2c1
  108	104	102	.	33	109	104	-0.3
O=C(NCc1cccnc1)c1noc2c1CCCCC2
  104	103	103	102	11	99	103	-0.1
COc1ccc(N(C(=O)c2cnccn2)C(C(=O)NCc2ccccc2)c2ccc(O)cc2)cc1 (stereo not drawn)
  91	96	98	95	5	97	89	-0.1

Screening data: PubChem, several laboratories
